All columns: NCI-60 one-dose screen, growth in % after 48 h at 10 µM unless noted; 100 = growth as untreated, 0 = no growth, -100 = all killed.
NCI-H522: NCI-H522 lung cancer; 78,000 tested, 8% active
NCI-H226: NCI-H226 lung cancer; AID 1794732; 79,000 tested, 3.5% active
NCI-H322M: NCI-H322M lung cancer. 80,000 tested, 2.7% active
HT29: HT29 colon cancer. 81,000 tested, 7.4% active
COLO 205: COLO 205 colon cancer; AID 1794742; 79,000 tested, 7.3% active
NCI-H23: NCI-H23 lung cancer | 80,000 tested, 4% active | AID 1794731
NCI-H460: NCI-H460 lung cancer; AID 1794736; 82,000 tested, 6.8% active
RXF 393: RXF 393 renal cancer cells; 77,000 tested, 6.9% active
A498: A498 renal cancer cells; 76,000 tested, 5.4% active
* = called active by the depositor; . = not tested or not shown; & = joins results of further samples; ! = a repeat was not active; [ ] = remark or other dose. The calls were made as follows: active = growth percent below 10; inactive = the rest. This is a random part of the collection; 12% or so of the library scored in one or more.

SMILES | NCI-H522 | NCI-H226 | NCI-H322M | HT29 | COLO 205 | NCI-H23 | NCI-H460 | RXF 393 | A498
CCc1cc2n(n1)-c1ccc(C#N)cc1Oc1ccccc1-2 | 80 | 84 | 105 | 91 | 104 | 91 | 102 | 102 | 93
O=C(CN(Cc1ccccc1)c1ccccc1)c1ccc(Cl)cc1 | 94 | 87 | 99 | 97 | 104 | 82 | 85 | 98 | 83
CC(=O)c1c(C)n(-c2ccccc2)c2c1c(-c1ccccc1)nc1ccccc12 | 77 | 84 | 77 | . | 89 | 92 | 99 | 89 | 82
COc1cc2nc(Sc3sc(N)nc3C)n(-c3ccc(Oc4ccccc4)cc3)c(=O)c2cc1OC | 84 | 90 | 123 | 75 | 76 | 91 | 99 | 86 | 82
N#CC1=C(n2cccc2)OC2=C(C(=O)CCC2)C1c1cccs1 (stereo unspecified) | 47 | 88 | 78 | 69 | 116 | 67 | 86 | 25 | 85
Cc1ccc([C@H]2Nc3c(c(C(C)(C)C)nn3-c3ccccc3)C(=O)[C@]23CCCC3=O)cc1 | 64 | 94 | . | 91 | 99 | . | 102 | 97 | 95
O=C(CCCl)c1ccc(Cl)cc1 | 91 | 95 | 104 | 98 | 102 | 99 | 107 | 102 | 96
CN1CC=C(c2cc(NC(=O)Nc3ccc(Oc4ccnc(NC(=O)C5CC5)c4)c(F)c3)cc(C(F)(F)F)c2)CC1 | -50* | 4.5* | 7.6* | -14* | -26* | -15* | -5.9* | -27* | -28*
NCCNC(=O)c1nc(Cn2cc(Br)cn2)no1 | 104 | 98 | 105 | 105 | 111 | 100 | 104 | 106 | 98
Cc1ccc(S(=O)(=O)N/N=C/c2ccco2)cc1 | 97 | 101 | 97 | 107 | 109 | 101 | 108 | 110 | 118
C=CCOP(=O)(OCC=C)c1ccccc1 | 102 | 111 | 120 | 95 | 113 | 100 | . | 126 | 95
Cc1ccc(S(=O)(=O)N2CCc3c([nH]c4ccccc34)C2c2cc(=O)oc3ccc(Cl)cc23)cc1 (stereo unspecified) | 52 | 84 | 93 | 59 | 88 | 75 | 90 | 88 | 107
O=C(NNC(=O)c1ccc(Cl)cc1Cl)c1ccccc1 | 97&91 | 104&97 | 96&108 | 96&105 | 110&121 | 101&91 | 101&107 | 119&104 | 78
N#Cc1c(-c2ccc(Cl)cc2)nc(N/N=C/c2cccc(Br)c2)nc1N1CCOCC1 | 91 | 92 | 91 | 29 | 44 | 98 | 87 | 56 | -11*
CO/N=C1\CN(c2nc3c(cc2F)c(=O)c(C(=O)O)cn3C2CC2)CC1CN (stereo unspecified) | . | 102 | 112 | . | . | 91 | 97 | 95 | 120
CCc1cc(CC)c(C(=O)O)c(CC)c1 | 89 | 104 | 109 | 96 | 117 | 99 | 112 | 127 | 109
CCCCCCCC[C@@H](O)CC(=O)N[C@@H](CC(N)=O)C(=O)N[C@@H](CCC(N)=O)C(=O)N[C@H](CC(=O)c1cc(C)cc(O)c1C(=O)c1c(O)cccc1O)CC(C)C | 35 | 97 | 91 | 44 | 64 | 71 | 107 | 26 | 114
CC12CCCC(CC(=O)O)(C1)NC(=O)C2 (stereo unspecified) | . | 109 | 90 | 109 | 111 | 103 | 112 | 117 | 101
COc1ccc(/C=C/C(=O)/C=C2\C(=O)Nc3cc(Br)ccc32)cc1 | 101 | 119 | 104 | 112 | 125 | 105 | 104 | 125 | 99
O=C(O)c1ccc(N/C=C/C(=O)c2cc3ccccc3oc2=O)cc1 | 99 | 85 | 93 | 108 | 103 | 89 | 93 | 97 | 107
O=C(O)C1C2CCCCC2=C2CCCCC2C1C(=O)Nc1nccs1 (stereo unspecified) | 135 | 93 | 89 | . | 96 | 96 | 107 | 111 | 106
CCCn1c(Cn2nc(C)cc2C)nnc1SCC(=O)Nc1ccc(S(N)(=O)=O)cc1 | 98 | 87 | 98 | 115 | 111 | 94 | 105 | 81 | 103
NS(=O)(=O)c1ccc(N2N=C(c3ccc(F)cc3)CCC2=O)cc1 | 98 | 104 | 90 | 99 | 103 | 101 | 101 | 99 | 51
O=C(Nc1ccccc1O)c1cccc(Nc2ccnc(C(F)(F)F)c2)c1 | 80 | 85 | 97 | 109 | 115 | 83 | 90 | 110 | 93
N#CC1=C(c2ccco2)Nc2c(c(-c3ccccc3)nn2-c2ccccc2)C12C(=O)Nc1ccccc12 (stereo unspecified) | 51 | 73 | 95 | 71 | 95 | 90 | 53 | 34 | 142
SMILES | NCI-H522 | NCI-H226 | NCI-H322M | HT29 | COLO 205 | NCI-H23 | NCI-H460 | RXF 393 | A498
NS(=O)(=O)c1ccc(CCNCCC(=O)c2ccccc2)cc1 | 98 | 101 | 99 | 99 | . | 93 | 105 | 104 | .
Nc1nc(CSc2n[nH]c(N)n2)nc(Nc2ccccc2)n1 | 93 | 101 | 98 | 106 | 109 | 102 | 103 | 114 | 89
Cc1ccc(NC(=O)N2CC2C)cc1NC(=O)N1CC1C (stereo unspecified) | 90 | 102 | 105 | 105 | 114 | 101 | 103 | . | 99
O=C(CCc1nnc(C(Cl)(Cl)Cl)o1)c1nc2ccccc2[nH]1 | 96 | 103 | 101 | . | 111 | 108 | 111 | 122 | 93
O=C(c1ccccc1)c1ccccc1C(=O)c1ccccc1 | 98 | 102 | 123 | . | 115 | 102 | 100 | 161 | 81
CC/C(=C(/c1ccc(O)cc1)c1ccc(OCCN(C)C(=O)CCOCCNC(=O)c2cccc3c2CN([C@@H]2CCC(=O)NC2=O)C3=O)cc1)c1ccccc1 | 91 | 99 | 105 | 115 | 110 | 102 | 113 | 106 | 113
Cn1ccc2c1CC1CN(Cc3ccccc3)C(=O)C1C2C(=O)O (stereo unspecified) | 91 | 100 | 97 | 104 | 123 | 99 | 102 | 103 | 101
O=C(C[n+]1ccnc2ccccc21)c1ccccc1 | 96 | 91 | 92 | 107 | 87 | 88 | 104 | 100 | 111
Nc1ccccc1CO | 117 | 92 | 112 | 102 | 105 | 103 | 105 | 106 | 100
COc1ccc(-c2nnc(SCC(=O)Nc3ccc(C(=O)/C=C/c4cc(OC)c(OC)c(OC)c4)cc3)n2-c2ccccc2)cc1OC | . | -15*[100 µM] | 34[100 µM] | 3.6*[100 µM] | 30[100 µM] | -67*[100 µM] | 11[100 µM] | -25*[100 µM] | -70*[100 µM]
CCOc1ccc(NC(=O)C2CCCN(CCc3ccccc3)C2)cc1 (stereo unspecified) | 53 | 91 | 88 | 65 | 107 | 91 | 104 | 95 | 105
Cc1nc2sc(C(=O)Nc3cccc(Cl)c3C)c(N)c2cc1C(=O)/C=C/c1ccccc1 | -50* | -52* | 19 | -59* | -5.2* | 29 | -25* | -83* | -6.3*
COc1ccc(-c2nnc(COc3ccc(-c4nnc(N)s4)cc3)o2)cc1 | 96 | . | 92 | 106 | 104 | 81 | 98 | 91 | 92
O=Nc1ccc(NO)c2ccccc12 | 70&93 | . | 96&98 | 35&106 | 85&101 | 68&91 | 105&95 | 97&114 | 102&74
CCCCNC(=O)c1[nH]cc(-c2ccc(OC)cc2)c1-c1cc(OC)c2c(c1OC)OCO2 | 83 | 77 | 94 | 89 | 107 | 86 | 93 | . | 73
COc1ccc(/C=C2/Sc3c(C)cccc3C2=O)cc1 | 64 | 91 | 67 | 100 | 103 | 71 | 58 | 89 | 91
C=C(C)CCCC(C)CC#N (stereo unspecified) | 90 | 99 | . | 94 | 106 | . | 107 | 105 | 103
CCCCSc1nc(NC2CC2)c(C#N)c(-c2ccccc2)n1 | 92 | 92 | 87 | 99 | 114 | 101 | 76 | . | 91
O=C(C1CN(c2cccc(Cl)c2)N(c2cccc(Cl)c2)C1=O)N1CCOCC1 (stereo unspecified) | 84 | 85 | 86 | 91 | 97 | 92 | 100 | 87 | 115
O=c1cn[nH]c2ccccc12 | 106 | 90 | 104 | 113 | 108 | 98 | 107 | 107 | 120
CC(C)(C)OC(=O)NC(Cc1ccc(OCc2ccccc2)cc1)C(=O)ON1C(=O)CCC1=O (stereo unspecified) | 88 | 93 | 99 | 92 | 94 | 99 | 105 | 103 | 95
CNCC(OC)c1ccc(O)c(O)c1 (stereo unspecified) | 110 | 120 | 104 | 118 | 126 | 104 | 121 | 127 | 106
CCc1ccccc1NC(=S)Nc1ccccc1CC | 87 | 95 | 102 | 111 | 100 | 89 | 102 | 97 | 99
CCOC(=O)c1ccc(NC(=O)Nc2cnn(-c3ccc(S(N)(=O)=O)cc3)c2-c2ccc(OC)cc2)cc1 | 88 | 97 | 93 | 101 | 116 | 107 | 104 | 104 | 95
C[N+](C)(C)CCOP(=O)([O-])OP(=O)(O)OC[C@H]1OC(n2ccc(N)nc2=O)[C@H](O)[C@@H]1O (stereo partly specified) | 94 | 80 | 107 | 95 | 102 | 111 | 98 | 128 | 90
SMILES | NCI-H522 | NCI-H226 | NCI-H322M | HT29 | COLO 205 | NCI-H23 | NCI-H460 | RXF 393 | A498
COc1ccc(C(=O)CSc2nccc(Nc3ccc(C(=O)O)cc3)n2)cc1 | 93 | 93 | 106 | 104 | 107 | 99 | 103 | 99 | 106
Cc1ccsc1[C@@H]1C[C@H](O)Cc2cc(OC(F)(F)F)ccc2N1 | 93 | . | 92 | 111 | 111 | 104 | 108 | 110 | 96
N#Cc1cnn(C(=O)c2ccccc2Br)c1NC(=O)c1ccccc1I | 100 | 103 | 105 | 104 | 107 | 102 | 108 | 99 | 122
C=CCNC(=O)C1COc2ccccc2O1 (stereo unspecified) | 100 | 94 | 96 | 107 | 120 | 95 | 115 | 99 | 110
CCN(CC)CCCC(C)Nc1cnc(C(=O)Nc2cc(C)cc3cccnc23)cn1 (stereo unspecified) | 97 | 60 | 84 | 37 | 37 | 96 | 80 | 72 | 70
COc1cc(/C=N/n2cnc3c(c(C)nn3-c3ccccc3)c2=N)ccc1O | 87 | 87 | 100 | 104 | 114 | 103 | 102 | 97 | 78
COc1cccc(-c2nn(-c3ccccc3)cc2-c2ccnc(NCCCNS(=O)(=O)c3cccc(F)c3)c2)c1 | 9.4* | 22 | 54 | 15 | 12 | 30 | 24 | 16 | 30
CC[C@H](Nc1ncnc2nc[nH]c12)c1nc2cccc(CC(=O)c3ccc(C(=O)NO)cc3)c2c(=O)n1-c1ccccc1 | 51 | 85 | 90 | 82 | 95 | 94 | 90 | 83 | 74
COc1cccc(-c2cc(C(=O)O)c3cc4ccccc4cc3n2)c1OC | 97 | . | 104 | 108 | 112 | 102 | 115 | 111 | 104
OC[C@H]1OC([S-])[C@H](O)[C@@H](O)[C@@H]1O.[Au+] (stereo partly specified) | . | 103 | . | 84 | 114 | 77 | 110 | 93 | 174
N=C(N)c1ccc(-c2ccc(-c3ccccc3)o2)o1 | 50 | 78 | 60 | 4.8* | -73* | 50 | 6.8* | 47 | 49
COC(=O)C1=Nc2cc(OC)cc(OC)c2/C1=C\c1sc(N2N=C(c3ccccc3)CC2c2ccc(N(C)C)cc2)nc1O (stereo unspecified) | 86 | 96 | 100 | 104 | 102 | 99 | 101 | 109 | 109
COc1ccc(OC)c(/C=N/NC(=O)c2ccc3nc(-c4ccc(Cl)cc4)[nH]c3c2)c1 | 59 | 64 | 71 | 80 | 82 | 66 | 83 | 3.5* | 44
COc1ccc(-c2nc3sccn3c2-c2ccnc(NCCCNS(=O)(=O)c3ccc(C)cc3)n2)cc1 | 21 | 14 | 65 | 18 | 11 | 27 | 40 | 35 | .
Cc1ccccc1NP1(=O)OCCCN1Cc1ccccc1Cl (stereo unspecified) | 108 | 119 | 123 | . | 103 | 106 | 105 | 123 | 112
O=c1[nH][nH]c(=O)c2ccccc12 | 102 | 95 | 100 | 101 | 115 | 104 | 109 | 100 | 96
COc1ccc2sc3cccc(NCCN(C)C)c3c(=O)c2c1 | -21* | 14&59 | 13&41 | -37* | -82* | 19&61 | -77*! | -16*! | 5.4*!
COc1ccc(/C(C#N)=C/c2nc3c(N4CCOCC4)nc(Cl)nc3n2C)cc1OC | -28* | . | 30 | 3.7* | . | 24 | -15* | -67* | -28*
CS(=O)(=O)c1ccc(C(=O)N/N=C/c2ccc(Cl)c(Cl)c2)cc1 | 83 | 92 | 97 | 97 | 95 | 101 | 92 | 108 | 84
S=c1c2ncccc2c(-c2ccccn2)nn1Cc1ccccc1 | 70 | 83 | 71 | 46 | 23 | 32 | 24 | 92 | 80

Whole records, looked up by structure. Order of screens: NCI-H522 | NCI-H226 | NCI-H322M | HT29 | COLO 205 | NCI-H23 | NCI-H460 | RXF 393 | A498
Listed for N=C(N)c1ccc(-c2ccc(-c3ccccc3)o2)o1 → 50 | 78 | 60 | 4.8* | -73* | 50 | 6.8* | 47 | 49
Listed for C=CCNC(=O)C1COc2ccccc2O1 (stereo unspecified) → 100 | 94 | 96 | 107 | 120 | 95 | 115 | 99 | 110
Listed for COc1cccc(-c2nn(-c3ccccc3)cc2-c2ccnc(NCCCNS(=O)(=O)c3cccc(F)c3)c2)c1 → 9.4* | 22 | 54 | 15 | 12 | 30 | 24 | 16 | 30
Listed for COc1ccc(OC)c(/C=N/NC(=O)c2ccc3nc(-c4ccc(Cl)cc4)[nH]c3c2)c1 → 59 | 64 | 71 | 80 | 82 | 66 | 83 | 3.5* | 44
Listed for COc1ccc(-c2nc3sccn3c2-c2ccnc(NCCCNS(=O)(=O)c3ccc(C)cc3)n2)cc1 → 21 | 14 | 65 | 18 | 11 | 27 | 40 | 35 | .

Some of these compounds in order of count of non-hydrogen atoms, largest number first.
SMILES | NCI-H522 | NCI-H226 | NCI-H322M | HT29 | COLO 205 | NCI-H23 | NCI-H460 | RXF 393 | A498
CCCCNC(=O)c1[nH]cc(-c2ccc(OC)cc2)c1-c1cc(OC)c2c(c1OC)OCO2 | 83 | 77 | 94 | 89 | 107 | 86 | 93 | . | 73
Cc1ccc([C@H]2Nc3c(c(C(C)(C)C)nn3-c3ccccc3)C(=O)[C@]23CCCC3=O)cc1 | 64 | 94 | . | 91 | 99 | . | 102 | 97 | 95
COc1ccc(-c2nnc(COc3ccc(-c4nnc(N)s4)cc3)o2)cc1 | 96 | . | 92 | 106 | 104 | 81 | 98 | 91 | 92
NCCNC(=O)c1nc(Cn2cc(Br)cn2)no1 | 104 | 98 | 105 | 105 | 111 | 100 | 104 | 106 | 98

Source: PubChem (NCI)
